# Assay outcomes from PubChem BioAssay.
# UDG counterscr = UDG inhibition counter-screen; Potency, µM (series often up to 115 µM), for the others: at the highest dose activity change, negative = inhibition, most hits filed as inhibitors; 91,000 tested, 0.14% active; FRET deamination/UDG coupled assay, UDG read, 4 h; AID 1347430; further: nearly all actives have a fitted effect of over 65% in size
# AID inhibitor = inhibitors of human activation induced cytidine deaminase. AID deamination FRET fluorescence, UDG-coupled, 4 h. Q9GZX7. 91,000 tested, 0.32% active. Potency, µM (titrated, usually from 115 µM), inactives show at the top dose activity change, negative = inhibition, most hits filed as inhibitors. AID 1347428; further: nearly all actives have a fitted effect of over 25% in size
# Target sequence (Q9GZX7 whole entry, looked up): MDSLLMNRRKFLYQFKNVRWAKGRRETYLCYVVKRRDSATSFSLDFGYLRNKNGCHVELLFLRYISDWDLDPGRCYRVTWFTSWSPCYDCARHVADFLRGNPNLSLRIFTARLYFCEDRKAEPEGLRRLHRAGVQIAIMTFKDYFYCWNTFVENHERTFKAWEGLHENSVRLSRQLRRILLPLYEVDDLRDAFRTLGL
# Starred values were filed as active, the others as inactive; ? = inconclusive; [ ] = another dose, or the depositor's remark. The call rests on the fitted dose curve; in most records, active means well fitted curve in the direction sought with a large enough effect; inconclusive means small, poorly fitted or top-dose-only effect, or another doubt; inactive means no such curve, though single readings can be large; an effect the other way counts as inactive or inconclusive. On the % scale 0 is the no-effect control and ±100 the full control effect; potency means the concentration at half of the fitted maximal effect. An excerpt (hit frequency here may not be typical).
1	Cc1ccccc1CN1C(=O)C(O)(CC(=O)c2ccc(F)cc2)c2cc(Cl)ccc21 (configuration not stated)
2	CCN1CCN(c2ccc(NS(=O)(=O)c3c(C)nc4sccn4c3=O)cc2Cl)CC1
3	Cc1ccccc1-c1nc(C#N)c(NCCCN2CCOCC2)o1
4	Cc1ccccc1NC(=O)NN
5	COc1ccc(NC(=O)C2=C(C)Nc3nc(SCc4ccccc4C)nn3C2c2ccc(Br)cc2)cc1 (configuration not stated)
6	NC(=O)C1CCN(C(=O)Cc2c[nH]c3ccccc23)CC1
7	COc1cccc(CNC(=O)c2cccc3ccccc23)c1
8	Brc1ccc(-c2noc(Cc3ccccc3)n2)o1
9	CC(=O)Nc1ccc(NC(=O)C2CCN(S(=O)(=O)c3ccc4c(c3)CCCC(=O)N4)CC2)cc1
10	CC(C(=O)Nc1ccccc1)n1nnc2sc3c(c2c1=O)CCCC3 (configuration not stated)
compound no. | 1 | 2 | 3 | 4 | 5 | 6 | 7 | 8 | 9 | 10
UDG counterscr | 7.5% | -6.4% | -5.3% | -5.1% | -5.5% | -3.5% | -0.3% | 1.7% | 4.3% | ?
AID inhibitor | 1.6% | 11.2% | -4.8% | -7.0% | 22.1% | 0.3% | -12.5% | 3.1% | -11.8% | 26.9%

11	CCC(=O)Nc1ccc(S(=O)(=O)NCCn2nc(-c3ccc(F)cc3)ccc2=O)cc1
12	Cn1nnnc1SCCNCc1ccccc1Cl
13	CC(C)n1c(Br)nc2c1c(=O)[nH]c(=O)n2C
14	CC(C)c1noc(COc2ccc(C(N)=O)cc2)n1
15	N#Cc1ccc(CNc2cccc(Br)c2)c(F)c1
16	CC1(C)CC(NC(=O)CCc2ncc(-c3ccccc3)o2)CC(C)(C)N1
17	O=C(CCCn1c2ccccc2c(=O)c2ccccc21)Nc1ccc(F)cc1Cl
18	Cn1c(=O)c2nc(SCCC(=O)Nc3ccccc3)n(C)c2n(C)c1=O
19	COc1ccc(N2CCN(C(=O)COc3ccccc3C#N)CC2)cc1
20	Cc1ccc(CNC(=O)c2ccc3c(c2)N(Cc2cccc(Cl)c2)C(=O)CS3)cc1
compound no. | 11 | 12 | 13 | 14 | 15 | 16 | 17 | 18 | 19 | 20
UDG counterscr | 1.1% | -17.8% | 1.9% | -1.3% | -17.4% | -0.9% | 4.7%[57.5 µM] | -2.0% | 46.7%[activator] | -0.6%
AID inhibitor | -6.2% | -0.7% | 11.5% | -1.2% | -21.6% | -7.2% | 27.9%[57.5 µM] | 2.5% | 7.1% | -25.9%

21	CCOc1ccc2c(=O)c(Oc3cccc(OC)c3)c(C)oc2c1
22	O=C(Nc1ccc(F)cc1F)c1cccc2c1C(=O)N(C1CCCCC1)C2
23	CCOc1cc(/C=C/C(=O)c2ccc(C#N)cc2)cc(Cl)c1OC
24	CCCc1ccc(-c2cc(C(=O)NCc3cnn(C)c3)c3ccccc3n2)cc1
25	COc1ccc(CNc2oc(COc3cccc(Cl)c3)nc2C#N)cc1
26	COc1ccc(C(=O)C(Cl)C(=O)c2ccc(OC)cc2)cc1
27	CN(C(=O)c1cc(-c2ccccc2)c(N2CCOCC2)s1)C1CCS(=O)(=O)C1 (configuration not stated)
28	COc1ccc(Nc2ncnc3c2cnn3-c2ccccc2Cl)cc1
29	C=CCNC(=S)Nc1cc(Cl)ccc1Cl
30	CC(C)C(=O)N1CCN(Cc2coc(-c3ccc(Cl)cc3)n2)CC1
compound no. | 21 | 22 | 23 | 24 | 25 | 26 | 27 | 28 | 29 | 30
UDG counterscr | -6.4% | -7.0% | -7.9% | -5.2% | 4.3% | 1.4% | -0.4% | -14.0% | -9.0% | -1.7%
AID inhibitor | -4.5% | ? | -18.2% | -4.1% | 11.0% | -9.1% | -3.9% | ? | -2.7% | 7.4%

31	CCOc1ccc(CC(=O)NCc2ccc3c(c2)CCN3C(=O)c2ccc(F)cc2)cc1OCC
32	CCOc1ccccc1NS(=O)(=O)c1cc(C(C)(C)C)ccc1C
33	O=c1cc(CN2CCN(Cc3cccc(C(F)(F)F)c3)CC2)nc2ccc(Br)cn12
34	O=C(COC(=O)c1cc(=O)[nH]c2ccccc12)NC1CCCC1
35	O=C(NC1CC1)c1ccc(Sc2ccccn2)cc1
36	COC(=O)c1ccc(C(=O)NCc2ccccc2C)cc1
37	Fc1ccc(OCc2cc(-c3ccco3)on2)c(Br)c1
38	N#Cc1c(NC(=O)CSc2nc3ccccc3[nH]2)sc2c1CCCCC2
39	CC(C)(C)c1ccc(-c2nnc(SCC(=O)N3CCOC3=O)n2C2CCCC2)cc1
40	CC(=O)N1CCCc2cc(S(=O)(=O)N(C)CC(=O)Nc3cccc(C)c3C)ccc21
compound no. | 31 | 32 | 33 | 34 | 35 | 36 | 37 | 38 | 39 | 40
UDG counterscr | ? | -2.4% | -5.8% | -3.4% | 1.6% | 4.2% | -3.7% | -8.8% | -0.7% | -16.3%
AID inhibitor | -17.1% | -4.8% | -2.6% | -2.2% | 2.1% | -0.9% | 9.8% | -4.3% | -12.5% | -18.6%

41	Cc1ccc(C2c3cccn3CCN2S(=O)(=O)c2ccc([N+](=O)[O-])cc2)cc1 (configuration not stated)
42	CCN1CCN(c2ccc(S(=O)(=O)N(CC)CC)cc2NC(=O)c2ccc(F)cc2)CC1
43	CCCC1=Nc2cc(C(=O)NCc3ccc(OC)cc3)ccc2Sc2ccc(C)cc21
44	CC(=O)c1ccc(C(=O)N(Cc2cccnc2)c2nc3c(C)c(C)ccc3s2)cc1
45	Cc1ccc(NC(=O)Cn2c(=O)n(Cc3ccc4c(c3)OCO4)c(=O)c3ccc(C(=O)NC4CCCCC4)cc32)cc1
46	N#CC1(NC(=O)CSc2ccc3c(c2)OCCCO3)CCCC1
47	CCOC(=O)c1ccc(NC(=O)CSc2c3c(nc4cc(Cl)ccc24)CCCC3)cc1
48	OC[C@H]1O[C@@H](n2cnc3cncnc32)[C@H](O)[C@@H]1O
49	O=C(Nc1ccc(S(=O)(=O)N2CCC(c3nc4ccccc4s3)CC2)cc1)c1ccccc1F
50	N#C/C(=C\c1cccnc1)C(=O)NC1CCCC1
compound no. | 41 | 42 | 43 | 44 | 45 | 46 | 47 | 48 | 49 | 50
UDG counterscr | -24.5%[57.5 µM] | 0.0% | -16.8% | ? | 6.8% | 0.0% | -13.2% | 2.7% | -22.4% | -3.8%
AID inhibitor | -3.5% | -4.9% | -5.6% | ? | 24.5% | 1.1% | ? | 1.9% | 5.2% | 9.9%

51	COc1cc(C(=O)Nc2c(C(=O)Nc3ccccc3F)oc3ccccc23)cc(OC)c1OC
52	O=C(O)/C(=C/c1ccccc1)c1cccs1
53	CCOC(=O)COc1ccc2c(=O)c(-c3ccc(OC)cc3)coc2c1
54	COc1ccccc1NCC(=O)NNC(=O)COc1ccc2ccccc2c1
55	COc1ccc(NC(=O)CSCc2cc(=O)c3cccc(F)c3[nH]2)cc1
56	Cc1ccc(C2=NN(C(=O)Cn3cnc4sccc4c3=O)C(c3ccco3)C2)cc1 (configuration not stated)
57	O=C(Nc1onc2c1CCCC2)c1ccc(Cl)cc1
58	N#Cc1c(N)n[nH]c1CCCNC(=O)NC(c1ccccc1)C1CC1 (configuration not stated)
59	c1ccc(CNC2CCCCC2)cc1
60	CC1CCC(N(C)C(=O)CSc2nnc(N)s2)CC1 (configuration not stated)
compound no. | 51 | 52 | 53 | 54 | 55 | 56 | 57 | 58 | 59 | 60
UDG counterscr | -4.0% | -0.8% | 6.8% | -3.5% | 7.5% | -12.3% | -11.6% | 1.3% | 5.6% | 0.7%
AID inhibitor | 2.6% | 6.7% | 0.1% | 37.9% | -1.3% | 9.5% | -4.6% | -4.2% | 1.8% | -1.1%

61	CCn1cc(S(=O)(=O)c2cccc(C)c2)c(=O)c2cc(F)c(N3CCCC(C)C3)cc21 (configuration not stated)
62	COc1cccc(-c2nc(-c3cc4cc(OC)ccc4[nH]c3=O)no2)c1
63	CCCCCCNC(=O)c1cc(-c2ccccc2)nc2ccccc12
64	COc1ccccc1NC(=O)CSc1nnc(C)n2c1cc1oc(C)cc12
65	O=C(c1ccc(C(F)(F)F)cc1)N1CCNCC1
66	COC(=O)c1sc(NC(=O)COC(=O)c2ccc3c(c2)NC(=O)CS3)c(C(=O)OC)c1C
67	N#Cc1nc(-c2ccccc2F)oc1NCCCN1CCOCC1
68	CCn1cc(Br)c(C(=O)Nc2ccc(C)cc2C)n1
69	COc1ccc(NC(=O)CSc2nnc(CC3CCS(=O)(=O)C3)n2C)cc1 (configuration not stated)
70	NCCCCN=C(N)N
compound no. | 61 | 62 | 63 | 64 | 65 | 66 | 67 | 68 | 69 | 70
UDG counterscr | 5.4% | -2.4% | 6.0% | 2.6% | -3.5% | -1.5% | -7.1% | -2.8% | -2.1% | -1.4%
AID inhibitor | 10.2% | -1.0% | 9.3% | 23.6% | -11.8% | -3.3% | -6.1% | -1.6% | -0.1% | -8.2%

# 5 compounds already listed, arranged by formula weight, rising.
70	NCCCCN=C(N)N
63	CCCCCCNC(=O)c1cc(-c2ccccc2)nc2ccccc12
62	COc1cccc(-c2nc(-c3cc4cc(OC)ccc4[nH]c3=O)no2)c1
64	COc1ccccc1NC(=O)CSc1nnc(C)n2c1cc1oc(C)cc12
61	CCn1cc(S(=O)(=O)c2cccc(C)c2)c(=O)c2cc(F)c(N3CCCC(C)C3)cc21 (configuration not stated)
compound no. | 70 | 63 | 62 | 64 | 61
UDG counterscr | -1.4% | 6.0% | -2.4% | 2.6% | 5.4%
AID inhibitor | -8.2% | 9.3% | -1.0% | 23.6% | 10.2%

# (listing goes on)
71	CCCCCCCCCCCCSCCO
72	COc1cc(/C=C(/NC(=O)c2ccccc2)C(=O)O)ccc1OCc1ccccc1
73	CC(=O)c1c(Cc2ccccc2)sc(C#N)c1C
74	O=C(NC1CCN(c2ccccc2S(=O)(=O)C(F)(F)F)CC1)C1CC1
75	COc1ccc(CC/C(C)=N/O)cc1
76	Cc1cccc2nc(Cn3c(=O)n(-c4ccccc4)c(=O)c4c5c(sc43)CCC5)cc(=O)n12
77	CC1=CC(C)C(/C=N/NC(N)=S)C(C)C1 (configuration not stated)
78	Cc1cc(C)n(-c2nc3ccccc3nc2N2CCN(c3cccc(C(F)(F)F)c3)CC2)n1
79	CC(C)C(=O)NN=C(c1ccccc1)c1ccccc1
80	CC1=C/C(=N/NC(=S)Nc2ccccc2C(F)(F)F)CC1
compound no. | 71 | 72 | 73 | 74 | 75 | 76 | 77 | 78 | 79 | 80
UDG counterscr | -2.1% | 4.9% | -16.1% | -7.2% | -13.1% | -2.7%[57.5 µM] | 8.9% | -0.6% | 1.6% | 4.1%
AID inhibitor | -9.4% | -0.6% | -5.8% | -6.7% | -14.1% | 92.8%[activator] | 5.6% | -21.2% | -2.1% | 1.6%

81	Cn1cc(C(C(=O)O)N2CCN(CCc3ccncc3)CC2)c2cc(C(=O)O)ccc21 (configuration not stated)
82	COC(=O)c1ccc([C@@H]2Nc3c(cccc3C(F)(F)F)[C@@H]3C=CC[C@@H]32)cc1
83	COc1ccc(-c2cn3c(n2)sc2cc(C(=O)NCCc4ccc(OC)cc4OC)ccc23)cc1
84	Cc1ccc(-n2c(-c3ccco3)nc3c(cnn3-c3ccc(C)cc3)c2=O)cc1
85	C=CCN(Cc1cccs1)C(=O)c1cccs1
86	Cc1ccc(-c2nnc(Nc3cccc(Cl)c3)c3ccccc23)cc1S(=O)(=O)N1CCN(C)CC1
87	CCc1sc(C(=O)OCC(=O)Nc2cc(C)on2)cc1C
88	CCc1ccc(NC(=O)Cn2c(=O)n(Cc3nc(-c4ccccc4)no3)c(=O)c3cc4c(cc32)OCO4)cc1
89	COc1ccccc1OCCNC(=O)c1ccc2[nH]c(C)c(C)c2c1
90	COc1ccc(/C=C/C(=O)OC(C)C(=O)c2ccc3c(c2)CCC3)cc1OC (configuration not stated)
compound no. | 81 | 82 | 83 | 84 | 85 | 86 | 87 | 88 | 89 | 90
UDG counterscr | -5.7% | -6.6% | 9.3%[57.5 µM] | -7.6% | 1.9% | -8.2% | 8.5% | ? | 4.7% | -6.1%
AID inhibitor | 12.0% | -5.8% | -0.6% | 63.6%[activator] | -11.5% | ? | 1.5% | 4.1% | 7.4% | 4.7%

91	O=C(Nc1sc2c(c1C(=O)NCC1CCCO1)CCC2)c1cc(=O)c2ccccc2o1 (configuration not stated)
92	COC(=O)c1cc(-c2cccc(C)c2)nc2ccccc12
93	COc1ccc(/C=C(/C#N)c2nc3ccccc3[nH]2)cc1Cl
94	Cc1cc(C(F)F)n2nc(C(=O)Nc3c(C)cccc3C)nc2n1
95	CCOc1cc(/C=C2\NC(=O)NC2=O)cc(Cl)c1O
96	O=C(Cn1c(=O)n(Cc2ccco2)c(=O)c2sc3ccccc3c21)Nc1ccc(F)cc1F
compound no. | 91 | 92 | 93 | 94 | 95 | 96
UDG counterscr | 5.2% | 8.2% | -8.6% | -1.9% | 8.1% | -11.6%
AID inhibitor | 10.1% | 0.3% | 10.1% | 14.7% | 1.9% | 11.3%

# Pulled by compound from above, 3 records:
95	CCOc1cc(/C=C2\NC(=O)NC2=O)cc(Cl)c1O
93	COc1ccc(/C=C(/C#N)c2nc3ccccc3[nH]2)cc1Cl
91	O=C(Nc1sc2c(c1C(=O)NCC1CCCO1)CCC2)c1cc(=O)c2ccccc2o1 (configuration not stated)
compound no. | 95 | 93 | 91
UDG counterscr | 8.1% | -8.6% | 5.2%
AID inhibitor | 1.9% | 10.1% | 10.1%
